High-throughput results deposited in PubChem by National Center for Advancing Translational Sciences (NCATS).
Tb PYK inh: qHTS of Trypanosoma Brucei Inhibitors. Potency, µM (highest dose often 76.8 µM), for inactives: top-dose activity, negative = inhibition, actives largely listed as inhibitors. 410,000 tested, 0.12% active. TbPYK enzyme, Kinase-Glo Plus ATP luminescence, 45 min. AID 624173, 2012; active = well fitted inhibition curve with a large enough effect; also: nearly all actives have a fitted effect of over 50% in size
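TbPYK + substrate in 50 mM TEA pH 7.2, 100 mM KCl, 10 mM MgCl2, 0.05% BSA, 0.01% Tween-20; cpd pinned; ADP 130 uM final; 45 min RT; Kinase-Glo Plus 10 min; luminescence endpoint.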
* hit, by the source's call; [ ] = remark or other dose. % is scaled to controls: 0 for no effect and ±100 for the full control effect; potency is read from the fitted curve at half-maximal effect. Not all compounds are listed; the hit share may differ from the screen's.

| Compound | Tb PYK inh |
| --- | --- |
| COc1ccccc1C=C1SC(=S)NC1=O | -17% |
| CC(C)(C)c1ccc(C(=O)N2CCC2(C)C(=O)NCc2cccs2)cc1 (stereo not drawn) | -3% |
| CN(CC(=O)Nc1c(Cl)cccc1Cl)C(=O)CNC(=O)c1sc2ccccc2c1Cl | -2% |
| CCOC(=O)C1=C(COC(=O)c2ccc(Cl)nc2)NC(=O)NC1C (stereo not drawn) | -8% |
| COc1cccc(C(=O)Nc2cccc(C(=O)OCc3cc(=O)n4c(C)csc4n3)c2)c1 | 3% |
| Cc1ccsc1C(=O)OCC(=O)NCc1cccs1 | 2% |
| COc1ccc(CNC(=O)C(=O)Nc2c3c(nn2-c2ccccc2)CSC3)cc1 | 1% |
| O=C(NCC12CC3CC(CC(C3)C1)C2)c1cc2nc(-c3ccc(F)cc3)cc(C(F)(F)F)n2n1 | -10% |

Part of the list above, with each value named:
CC(C)(C)c1ccc(C(=O)N2CCC2(C)C(=O)NCc2cccs2)cc1 (stereo not drawn)
  Tb PYK inh: -3%
CN(CC(=O)Nc1c(Cl)cccc1Cl)C(=O)CNC(=O)c1sc2ccccc2c1Cl
  Tb PYK inh: -2%

Remaining list, next part.
| Compound | Tb PYK inh |
| --- | --- |
| COc1ccc(C=C2NC(=S)NC2=O)cc1 | 5% |
| Cn1nnc2c(N3CCN(c4cccc(Cl)c4)CC3)ncnc21 | 3% |
| Cc1ccc(CNC(=O)c2ccc3c(c2)NC(=O)C(CS(=O)(=O)Cc2ccc(F)cc2)N3)cc1 (stereo not drawn) | -5% |
| Cc1cccc(C)c1NC(=O)CSc1nc2ncccc2o1 | -1% |
| Cc1ccc(CCNC(=O)c2ccc(CNS(=O)(=O)c3ccc(C)cc3)cc2)cc1 | 0% |
| COc1ccc(-c2cn3nc(N4CCC(C(=O)Nc5ccccc5OC)CC4)sc3n2)cc1 | -14%[15.4 µM] |
| O=C(NCCn1ccc2ccccc21)c1ccc(Cl)cc1 | 5% |
| Cc1ccccc1CNC(=O)c1cc2cc(S(=O)(=O)N3CCCCC3)ccc2n1C | -3% |

Among those listed so far, these have four or more nitrogen atoms:
| Compound | Tb PYK inh |
| --- | --- |
| COc1ccc(CNC(=O)C(=O)Nc2c3c(nn2-c2ccccc2)CSC3)cc1 | 1% |
| O=C(NCC12CC3CC(CC(C3)C1)C2)c1cc2nc(-c3ccc(F)cc3)cc(C(F)(F)F)n2n1 | -10% |
| Cn1nnc2c(N3CCN(c4cccc(Cl)c4)CC3)ncnc21 | 3% |
| COc1ccc(-c2cn3nc(N4CCC(C(=O)Nc5ccccc5OC)CC4)sc3n2)cc1 | -14%[15.4 µM] |

Next section:
| Compound | Tb PYK inh |
| --- | --- |
| CCOC(=O)c1c(N)n(-c2ccc(OCC)cc2)c2nc3ccccc3nc12 | 4% |
| O=C(CN1C(=O)c2ccccc2C1=O)NC1(C(=O)O)CCCC1 | -11% |
| CCN(CC)S(=O)(=O)c1ccc2c(c1)c(=O)c(C(=O)N(C)Cc1ccccc1)cn2C | -5% |
| Cc1cc(C)c2oc(C(=O)Nc3ccc(S(=O)(=O)N(C)c4ccccc4)cc3)cc(=O)c2c1 | -4% |
| CN(C)C(CNC(=O)C1CC(=O)N(c2cccc(C(F)(F)F)c2)C1)c1ccccc1 (stereo not drawn) | -4% |
| Cc1ccc(NC(=O)C2CCCN(S(=O)(=O)c3ccc(C)cc3)C2)cc1 (stereo not drawn) | 4% |
| COc1cccc(Cn2c(SCC(=O)N3CCN(c4ccc(F)cc4)CC3)nc3ccccc32)c1 | -2% |
| COc1c(C)cccc1C(=O)Nc1ccc(-c2nc3ccccc3s2)c(Cl)c1 | -5% |
| COc1ccc(NC2=C(c3ccc(C(F)(F)F)cc3)C(=O)c3ccccc32)cc1 | 0% |
| Cc1ccccc1S(=O)Cc1ccc(C(=O)NC2CCCCCC2)o1 (stereo not drawn) | -12% |
| COc1ccc(C(=O)Nc2cccc([N+](=O)[O-])c2)cc1Br | -9% |
| Cn1nnnc1SCCCNCc1cc(Cl)ccc1OCc1ccccc1 | -1% |
| Cc1cn2c(=O)c(S(=O)(=O)N3CCN(c4cc(Cl)ccc4C)CC3)c(C)nc2s1 | 2% |
| O=C(c1ccccc1)N1c2nc(-c3ccco3)nn2C2(CCCCC2)[C@@H]2CCCC[C@@H]21 | 2% |
| Cc1ccc(-n2ncc(C(=O)NCCN3CCOCC3)c2C2CCN(C(=O)OC(C)(C)C)CC2)c(C)c1 | 2% |
| Cc1ccc(C)c(Nc2nnc(-c3ccc(C)c(S(=O)(=O)N4CCN(C)CC4)c3)c3ccccc23)c1 | 0% |
| Cc1cc(C)c(NS(=O)(=O)c2ccc3c(c2)CC(C)N3C(=O)C2CCC2)c(C)c1 (stereo not drawn) | 2% |
| COc1ccc2c(c1)CCNC2Cc1ccc(OC)c(O)c1 (stereo not drawn) | 4% |
| CC1CN(C(=O)Nc2ccc(C(=O)NCCc3ccccc3Cl)cc2)c2ccccc2S1 (stereo not drawn) | 1% |
| CC(=O)C1(O)C(C)CC2C3CC=C4CC(O)CCC4(C)C3CCC21C (stereo not drawn) | -3% |
| CCc1nc2c(OCCn3cccc3)cccn2c1N(C)C(=O)c1ccc(OC)cc1 | -7% |
| Cn1c(=O)cc(SCC(=O)Nc2cccc(C#N)c2)c2ccc(Cl)cc21 | 2% |
| COc1cccc(NC(=O)C2(C)CCN2C(=O)C2CCCCC2)c1 (stereo not drawn) | 5% |
| O=C1Nc2ccccc2N=C(c2ccc3c(c2)OCO3)C1N(CCc1ccccc1)C(=O)CSc1ncccn1 (stereo not drawn) | -7% |
| CCn1cc2nc(SCc3cccc(F)c3)n(CCc3ccccc3)c(=O)c2n1 | -4% |
| O=C(NCCc1ccccc1)c1cc(S(=O)(=O)N2CCCCC2)c[nH]1 | -1% |
| Cc1cccc(CN2CCc3nc(N4CCN(c5ccccn5)CC4)ncc3C2)c1 | 6% |
| Cc1ccc(S(=O)(=O)N2C[C@H]3C(=O)C[C@@H](c4ccccc4F)N(S(=O)(=O)c4ccc(C)cc4)[C@H]3C[C@H]2c2cccc3ccccc23)cc1 | 2% |
| CCOC(=O)Cn1c(=O)n(C2CCCCC2)c2nc(-c3cccc(F)c3)nc(C(N)=O)c21 | -2% |
| Cc1ccc(NC(=S)N2CCN(Cc3ccc4c(c3)OCO4)CC2)c(C)c1 | -1% |
| S=C(Nc1cccc2ccccc12)Nc1cccc2ccccc12 | -13% |
| Cc1ccc2nc(/C(C#N)=C/c3ccc(-c4ccc(C(=O)OC(C)C)cc4)o3)[nH]c2c1 | -8% |
| COc1cccc(C(O)c2ncc(-c3ccc(Cl)cc3)[nH]2)c1 (stereo not drawn) | 5% |
| O=c1c(=O)n(Cc2c(F)cccc2Cl)ccn1Cc1ccccc1 | -6% |
| NC(=O)CC(NC(=O)c1ccccc1)C(=O)O (stereo not drawn) | 1% |
| O=S1(=O)C[C@@H](N2CCC[C@@H]2CO)[C@H](COCc2ccccc2)N1 | -7% |
| CCOc1ccccc1NC(=O)CCc1c(C)nc2cc(-c3ccccc3)nn2c1C | 0% |
| CC(=O)Nc1nnc2n1CCS2 | 3% |
| O=C(Nc1ccc(-c2nc3cc(NC(=O)c4ccc(F)cc4)ccc3o2)cc1)c1ccc(F)cc1 | 3% |
| CCCc1ccc(OCC(=O)Nc2sc(C(=O)OCC)c(C)c2C(=O)OCC)cc1 | 1% |
| CCOC(=O)c1ccc(NC(=O)C2(S(=O)(=O)c3ccc(Cl)cc3)CC2)cc1 | -1% |
| COc1ccc(CNC(=O)c2cc(-c3ccc(C)cc3)nc3n[nH]c(-c4ccc(Br)cc4)c23)cc1 | -8% |
| CCN(CC)C(=O)C1=C(C)N(CCCOC)C(=O)C(CC(=O)NCc2ccco2)C1 (stereo not drawn) | -3% |
| Cc1nc2ccc(C(=O)N(C)Cc3ccco3)cn2c1N(C)CC1CCCCC1 | 1% |
| COc1ccc(C(C(=O)Nc2ccc(C(C)C)cc2)N(C)C(=O)Cc2cccs2)cc1 (stereo not drawn) | 0% |
| OCC1OC(n2cnc3c(NCc4ccco4)ncnc32)C(O)C1O (stereo not drawn) | -1% |
| Cc1ccsc1C(=O)Nc1cc(Cl)ccc1-n1cncn1 | 1% |
| COc1ccccc1CNC(=O)CN1C(=O)CSc2ccc(S(=O)(=O)N3CCCCC3)cc21 | -2% |
| COc1ccc(C=CC(O)CCN2CCC3CCC(C3)C2)cc1 (stereo not drawn) | -8% |
| CC(C)C[C@H]1CN([C@@H](Cc2ccccc2)CN2CCC[C@@H]2CN2C(=O)C(=O)NC[C@@H]2Cc2ccc(O)cc2)C(=O)C(=O)N1CCc1ccccc1 | 2% |
| CCCCNC(=O)C1(C)CCCCN1C(=O)c1c(Cl)cccc1Cl (stereo not drawn) | 1% |
| O=C(CSc1nnc(COc2ccc(Cl)cc2)o1)Nc1ccccc1 | 0% |
| Oc1c(C(c2ccccc2)N2CCN(c3cccc(Cl)c3)CC2)sc2nc(-c3ccco3)nn12 (stereo not drawn) | -3% |
| COc1ccc2c(CC(=O)Nc3ccc4nc(N5CCOCC5)sc4c3)coc2c1 | 4% |
| CCc1ccc(CNC(=O)C2CCN(C(=O)N3CC(CC)Oc4ccc(C)cc43)CC2)cc1 (stereo not drawn) | 4% |
| CC(=O)N1CCCc2cc(S(=O)(=O)NCc3ccc(N(C)C)cc3)ccc21 | 0% |

Following part:
| Compound | Tb PYK inh |
| --- | --- |
| CCOC(=O)N1CCN(C(=O)c2cccc(S(=O)(=O)Nc3ccc(F)cc3)c2)CC1 | 3% |
| CCN(C)C1CN(Cc2cn(CCCC(=O)OC)nn2)S(=O)(=O)C1 (stereo not drawn) | 2% |
| O=C(NCc1ccccc1)C1CCN(C(=O)c2cnn(-c3ccccc3)c2-n2cccc2)CC1 | 6% |
| Cc1cccc(C)c1-n1nnnc1C(c1ccnc2ccccc12)N1CCN(CC(=O)NC(C)C)CC1 (stereo not drawn) | 4% |
| O=C(Cc1cccs1)Nc1nnc(COc2ccccc2)s1 | -2% |
| COc1ccc(NC(=O)CN2C(=O)NC(C)(c3ccccc3)C2=O)cn1 (stereo not drawn) | -8% |
| CCN1c2ccccc2-n2cccc2C12CCN(C(=O)Nc1ccccc1Br)CC2 | -1% |
| CCCN(CCC)C(=O)Cn1c(=O)n(-c2ccc(OC)cc2)c(=O)c2ccc(C(=O)NCc3ccc(C)cc3)cc21 | 0% |
| Cc1ccc2nc(-c3cccc(Cl)c3)c(Nc3ccc4c(c3)OCO4)n2c1 | -4% |
| CC(=O)NC1CCC(OC(=O)Nc2ccccc2)CC1 (stereo not drawn) | -1% |
| COC(=O)/C=C\C(C#N)(C#N)N=Cc1ccc(OC)cc1 | -9% |
| CC1CCN(S(=O)(=O)c2ccc3c(c2)N(CC(=O)NCCc2ccc(Cl)cc2)C(=O)CO3)CC1 | -8% |
| C[C@H]1CN([C@@H](C)CO)C(=O)CCCn2nncc2CO[C@@H]1CN(C)Cc1ccc2c(c1)OCO2 | -2% |
| CCCCNC(=O)c1ccc2nc(CC)c(N(C)Cc3cccs3)n2c1 | -1% |
| COC(=O)CN1C(=O)CSc2ccc(S(=O)(=O)Nc3cccc(C)c3C)cc21 | 4% |
| Cc1ccc2nc(-c3ccc(Cl)c(NC(=O)c4ccc5c(c4)OCCO5)c3)oc2c1 | -2% |

An excerpt from above in order of SMILES length, highest first.
| Compound | Tb PYK inh |
| --- | --- |
| CCOC(=O)Cn1c(=O)n(C2CCCCC2)c2nc(-c3cccc(F)c3)nc(C(N)=O)c21 | -2% |
| CC1CN(C(=O)Nc2ccc(C(=O)NCCc3ccccc3Cl)cc2)c2ccccc2S1 (stereo not drawn) | 1% |
| Cc1ccccc1CNC(=O)c1cc2cc(S(=O)(=O)N3CCCCC3)ccc2n1C | -3% |
| Cc1ccc(NC(=S)N2CCN(Cc3ccc4c(c3)OCO4)CC2)c(C)c1 | -1% |
| COc1ccc(C(=O)Nc2cccc([N+](=O)[O-])c2)cc1Br | -9% |

Next section.
| Compound | Tb PYK inh |
| --- | --- |
| CCCN(C(=O)c1cc(S(=O)(=O)N2CCN(CC)CC2)ccc1Cl)C1CCS(=O)(=O)C1 (stereo not drawn) | 3% |
| CCCc1nc2sc3c(N4CCC(C)CC4)ncnc3c2c2c1CCCC2 | 2% |
| CSc1ccc(Cn2c(C)c(C(=O)NCc3ccccc3C(F)(F)F)sc2=O)cc1 | -1% |
| O=C(NCCc1ccccc1Cl)c1ccc2c(c1)nc1n2CCCCC1 | 1% |
| COc1ccc(S(=O)(=O)N2CCC(C(=O)Nc3ccccc3)CC2)cc1OC | 1% |
| COc1ccc(OC)c(C2CC(=O)Oc3c2c(=O)n(C)c2ccccc32)c1 (stereo not drawn) | 1% |
| CCc1nc2ccc(C(=O)NCc3ccc(OC)cc3)cn2c1N(C)Cc1ccc(OC)cc1 | -9% |
| NC(=O)c1cc(S(=O)(=O)NCC2CCC(C(=O)Nc3ccc(Cl)cc3)CC2)cs1 (stereo not drawn) | -5% |
| Cc1cc(C)cc(C(O)c2ncc(-c3cccc(C(F)(F)F)c3)[nH]2)c1 (stereo not drawn) | -9% |
| COc1ccc2c(c1)c1c(c(=O)n(CCc3ccccc3)c(=O)n1Cc1cccc(C)c1)n2C | 2% |
| COc1ccccc1C(=O)NCCN1CCCC1 | 4% |
| Fc1ccc(-n2ncc3c(NC4CCCCCC4)ncnc32)cc1 | 0% |
| CCCOc1ccc(C2C(=O)N(C3CCCCCC3)CC(=O)N2CCC2=CCCCC2)cc1OC (stereo not drawn) | 3% |
| Cc1ccc(S(=O)(=O)N2CCN(C(=O)COC(=O)c3nc(Cl)ccc3Cl)CC2)c(C)c1 | 0% |
| CCOc1ccccc1CNC(=O)Cn1c(-c2ccccc2)cc(C(C)=O)c1C | -4% |
| CC1CCCCN1CCCNC(=O)Cn1ncc2c3ccccc3n(Cc3ccccc3)c2c1=O (stereo not drawn) | 1% |
| CCOC(=O)C1=CCN(S(=O)(=O)c2cccc(Cl)c2)C1c1cccc(C)c1 (stereo not drawn) | 1% |
| Cc1cc2nc(C3CCCCC3)c(Cc3cccc(F)c3)n2c(C)c1Br | 1% |
